Bioassay records as filed in PubChem BioAssay.
inhibitors of VEEV: inhibitors of VEEV TC-83 cytopathic effect, confirmation, Vero cells (AID 588727); one-dose inhibition, % at 20 µM; IC50 in µM for titrated hits; actives 0.13% (n = 350,000); Vero cells, VEEV TC-83 cytopathic effect inhibition; higher % means a stronger effect; in the data active = a potency from the dose series; inconclusive = inhibition mostly from about 14% at the one dose, without a potency; inactive = the rest, 99 in 100 with inhibition below about 12%; note: strong numbers were not always called active
* = called active by the depositor; i = inactive; u = inconclusive. Not all compounds are listed; count on the stated rates, not on these rows.

SMILES	inhibitors of VEEV
O=C(OCc1ccccc1)N1CCC2CC1c1ccc(N3CCNCC3)cc12 (centres undefined)	i
Brc1ccc(-c2nc3c4ccccc4ccn3c2Cc2ccccc2)cc1	1.2%
O=C1C2C3C=CC(CC3)C2C(=O)N1c1ccc(Br)cc1 (centres undefined)	1.0%
CN(C)c1ccc(C(=N)Cc2ccc3ccccc3n2)cc1	0.3%
CCOC(=O)N(C)C[C@H]1OCc2cn(nn2)CCCC(=O)N([C@H](C)CO)C[C@@H]1C	0.7%
CCc1nnc(NS(=O)(=O)c2ccc(NC(=O)c3ccc([N+](=O)[O-])s3)cc2)s1	i
CCOc1ccccc1N(CC(=O)Nc1ccccc1Br)S(=O)(=O)c1ccccc1	i
COCCCN1C(=O)C(CC(=O)NCC2CCCCC2)CC(C(=O)N(C)C)=C1C (centres undefined)	i
O=C(NCc1cccnc1)C(=O)NCC1OCCCN1S(=O)(=O)c1cc(F)ccc1F (centres undefined)	i
Cc1nn(-c2ccccc2)c(C)c1C(=O)OCC(=O)Nc1ccc(C(N)=O)cc1	1.0%
Cc1ccc(C(=O)COC(=O)CN2C(=O)C3CC=CCC3C2=O)cc1C (centres undefined)	1.4%
COc1ccc(S(=O)(=O)N2CCN(C(=O)c3ccc(COc4ccccc4)o3)CC2)cc1	6.0%
CCCCc1c(O)nc(SCC(=O)Nc2ccc(OC)cc2)n(-c2ccc(C)c(C)c2)c1=O	7.4%
CC1=C(C(=O)N(C)C)CC(CC(=O)NCCc2ccccn2)C(=O)N1CCCN1CCCC1=O (centres undefined)	i
Cn1c(=NC(=O)CS(=O)(=O)c2ccccc2)sc2cc(F)ccc21	9.4%
COc1ccc([C@H]2C[C@@H](O)[C@H](n3cc(COC(=O)c4ccccc4)nn3)CN2C(=O)c2cccs2)cc1	1.1%
Cn1nnc2cc(NC(=O)Nc3ccccc3F)ccc21	1.2%
CC1=C(C(=O)N(C)C)CC(CC(=O)NC(c2ccccc2)c2ccccc2)C(=O)N1Cc1ccccc1 (centres undefined)	1.3%
CC(C)n1c(=O)nc(-c2ccccc2)c2cc3c(cc21)OCO3	0.2%
Cc1cccc(NC(=O)c2ncn3c2C(=O)N(C)CC3)c1	1.3%
CC(=O)N1CCN(S(=O)(=O)c2cccc(C(=O)OCC(=O)NCc3ccccc3Cl)c2)CC1	2.0%
COc1cc(C)ccc1OCc1cc(C(=O)NC2CCOCC2)no1	0.9%
Cc1ccc(C(=O)NCC(=O)OCCCn2c(=O)[nH]c3ccccc32)cc1C	0.5%
C[C@H]1CN([C@@H](C)CO)C(=O)CCCn2nncc2CO[C@@H]1CN(C)Cc1ccc(C(=O)O)cc1	0.1%
Cc1cccc(NC(=O)C(C)OC(=O)CNC(=O)C2CCCCC2)c1 (centres undefined)	i
Cc1ncc(C(=O)O)n1C(C)c1ccccc1 (centres undefined)	0.8%
COc1ccc(OC)c(NC(=O)COC(=O)c2ccc(S(=O)(=O)N3CCCCC3)cc2)c1	2.4%
C[C@H]1CN([C@@H](C)CO)C(=O)CCCn2nncc2CO[C@@H]1CN(C)Cc1ccc(Cl)c(Cl)c1	i
COC(=O)C(CCC(=O)CN1C(=O)c2ccccc2C1=O)N1C(=O)c2ccccc2C1=O (centres undefined)	i
CCCCCC(=O)N1C[C@H](n2cc(C3CC3)nn2)[C@@H](O)C[C@@H]1c1ccc(C)cc1	1.6%
CN(Cc1ccccn1)C(=O)c1cc(COc2ccc(F)c(F)c2)on1	i
O=C(NC1CCS(=O)(=O)C1)c1cc2c(=O)n3ccccc3nc2n1Cc1ccccc1 (centres undefined)	0.3%
COc1ccc(CN2C(=O)C(CC(=O)NCCCN(C)C)CC(C(=O)N(C)C)=C2C)cc1 (centres undefined)	0.6%
CC(C)CCN1CCC[C@]2(N[C@H](c3ccc(C(F)(F)F)cc3)[C@@H]3C(=O)N(Cc4ccccc4)C(=O)[C@@H]32)C1=O	2.4%
COc1ccc(COC[B-](F)(F)F)cc1	i
Cc1cccc(OCCNc2ncccc2[N+](=O)[O-])c1	10%
O=C(NCCCn1ccnc1)c1sc2cc([N+](=O)[O-])ccc2c1Cl	i
COc1ccc(NC(=O)c2ccncc2)cc1S(=O)(=O)N1CCCCC1	i
CC1(c2ccc(Cl)cc2)NC(=O)N(CC(=O)Nc2ccc3c(c2)OCO3)C1=O (centres undefined)	5.1%
C[C@@H]1CN([C@H](C)CO)C(=O)c2cc(-c3ccc(C#N)cc3)cnc2O[C@H]1CN(C)C(=O)c1ccccc1	1.7%
COc1ncnc2c1ncn2CCCN1CCN(C(=O)C2CC2)CC1	1.4%
C[C@@H]1CN([C@@H](C)CO)C(=O)CCCn2nncc2CO[C@@H]1CN(C)C(=O)NC1CCCCC1	1.4%
CCOc1ccc(NC(=O)CSc2nc3ccsc3c(=O)n2Cc2ccc(C(=O)O)cc2)cc1	5.7%
C[C@@H]1CN([C@H](C)CO)C(=O)CCCn2cc(nn2)CO[C@H]1CN(C)S(=O)(=O)c1ccc(-n2cccn2)cc1	0.2%
CCc1csc(CNC(=O)C2CCC(=O)N(Cc3cccc(OC)c3)C2)n1 (centres undefined)	0.2%
Cc1ccc([C@H]2C[C@H](O)[C@@H](n3cc(COC(=O)c4ccccc4)nn3)CN2Cc2cccs2)cc1	6.5%
ON=Cc1ccnc2ccccc12	3.4%
O=C(Nc1cccc(Cl)c1)ON1CCCCC1	1.4%
COc1cc2ccc(C(C)=O)cc2cc1OC	1.4%
C[C@@H]1CN([C@@H](C)CO)S(=O)(=O)c2ccc(Br)cc2O[C@H]1CN(C)C(=O)C1CCC1	3.0%
Other entries follow.
SMILES	inhibitors of VEEV
CC(OC(=O)c1cccnc1Cl)C(=O)NC1CCCCC1 (centres undefined)	i
O=c1[nH]c2cc(Cl)cc([N+](=O)[O-])c2c2ccc(Cl)cc12	i
CC(C)COC(=O)N(C)C[C@@H]1OCc2cnnn2CCCC(=O)N([C@H](C)CO)C[C@@H]1C	i
Cc1nc(SCC(=O)N2CCNC2=O)c(C#N)c(C)c1C	1.0%
Cc1cc(OCc2nnc(SC(C)C(=O)O)n2Cc2ccccc2)ccc1Cl (centres undefined)	1.7%
NC(=O)N1CCN(CCCN2c3ccccc3Sc3cc(Cl)ccc32)CC1	0.4%
CC1CCCCC1NC(=O)CSc1ncnc2sccc12 (centres undefined)	0.8%
O=[N+]([O-])c1ccc(S(=O)(=O)NCC(c2ccc3c(c2)OCO3)N2CCOCC2)cc1 (centres undefined)	3.5%
Cc1cccc(-c2ccc3[nH]c4c(c3c2)CCN2C[C@H]3[C@H](C)ON(C)[C@H]3C[C@@H]42)c1	0.8%
Cc1ccc(S(=O)(=O)N2CCC(C(=O)N3CCCCCCC3)CC2)cc1C	i
C#CC(c1ccccc1)(c1ccccc1)n1ccnc1	i
Cc1ccc(S(=O)(=O)CCOC(=O)CNC(=O)OCc2ccccc2)cc1	1.1%
O=[N+]([O-])c1cccc(CON=Cc2cc(Cl)ccc2O)c1	1.6%
C[C@H](CO)N1C[C@H](C)[C@@H](CN(C)C(=O)c2ccc3ccn(C)c3c2)OCc2cn(nn2)CCCC1=O	1.2%
Cc1noc(C)c1NC(=O)Nc1ccc2c(c1)C(=O)N([C@@H](C)CO)C[C@@H](C)[C@H](CN(C)C(=O)Nc1cccc3ccccc13)OCCCC[C@H](C)O2	0.6%
COc1cc(C=NNC(=O)C(=O)Nc2cccc(Cl)c2)cc(OC)c1O	2.4%
COC(=O)c1ccccc1NC(=O)CSc1nc2ccsc2c(=O)n1Cc1ccc(C(=O)O)cc1	0.2%
C=CCSc1nnc(NC(=O)CCNC(=O)c2ccccc2Cl)s1	0.9%
Nc1ccn([C@@H]2O[C@H](CNCc3ccc(OCC(=O)Nc4nccs4)cc3)[C@@H](O)[C@H]2O)c(=O)n1	i
C[C@@H]1CN([C@H](C)CO)C(=O)c2cc(-c3ccccc3)cnc2O[C@@H]1CN(C)C(=O)C1CCOCC1	i
Cc1ccccc1CC1(CO)CCCN(C(=O)c2ccoc2)C1 (centres undefined)	1.9%
CCN(CC(=O)Nc1c(F)cccc1F)C(=O)C1CCCO1 (centres undefined)	1.5%
O=C(Oc1ccc(-c2nnco2)cc1)c1cc(S(=O)(=O)N2CCOCC2)ccc1F	0.7%
COCC1CCCCN1C(=O)c1cc(COc2ccc(C)c(C)c2)on1 (centres undefined)	i
COC(=O)[C@H]1C[C@@]2(O)CN(S(=O)(=O)c3ccc(C)cc3)C[C@@]2(OC(=O)NCC2CCCCC2)C[C@H]1C(=O)OC	0.2%
COc1ccc(OC(=O)N(C)C[C@H]2OCc3cnnn3CCCC(=O)N([C@@H](C)CO)C[C@H]2C)cc1	1.0%
COc1ccccc1C(=O)NNC(=O)c1ccc(O)cc1	0.2%
Cc1cccc(C(=O)OCC(=O)NCc2ccc(Cl)cc2)c1	i
COc1ccc(C(=O)NCC(c2ccco2)N2CCOCC2)cc1 (centres undefined)	5.0%
COc1ccc(C#Cc2ccc3c(c2)O[C@H](CN(C)C(C)=O)[C@H](C)CN([C@@H](C)CO)S3(=O)=O)cc1	7.6%
COc1ccc2c(C)cc(=O)sc2c1	0.7%
COc1ccc(S(=O)(=O)N2CCOC2CNC(=O)C(=O)NCCCN2CCCC2=O)cc1OC (centres undefined)	0.5%
CCCNC(=O)N(C)C[C@H]1Oc2ncc(Br)cc2C(=O)N([C@H](C)CO)C[C@H]1C	0.3%
N#CC1=C2CCCCC2(O)NC1=O (centres undefined)	1.6%
COc1ccc(CCn2c(C)cc(C(=O)COC(=O)c3ccc(O)cc3O)c2C)cc1	2.6%
C[C@@H](CO)NC(=O)c1[nH]cnc1C(=O)Nc1ccc(CNC(=O)OC(C)(C)C)cc1	8.0%
COc1ccc([N+](=O)[O-])cc1NCc1c(F)cccc1F	0.3%
COc1ccc(NC(=O)C[C@H]2C(=O)N(c3ccc(Br)cc3)C[C@@H]2c2ccc(OC)cc2)cc1	0.7%
C[C@@H]1CN([C@H](C)CO)C(=O)c2c(c3ccccc3n2C)-c2ccccc2CO[C@H]1CN(C)C(=O)CCC(F)(F)F	i
CCNC(=O)N1C[C@H]2CON(C)[C@H]2C[C@H]1c1ccccc1Br	0.5%
O=c1/c(=C/c2ccc(O)c([N+](=O)[O-])c2)sc2nc3ccccc3n12	1.1%
CCN(CC)C(=O)C1=C(C)N(CCC2=CCCCC2)C(=O)C(CC(=O)NCc2cccs2)C1 (centres undefined)	1.3%
C[C@H](CO)N1C[C@H](C)[C@H](CN(C)Cc2ccncc2)Oc2cc(-c3ccccc3F)ccc2S1(=O)=O	5.7%
Cc1cn([C@H]2C[C@H](O)[C@@H](CNCc3cnc(N4CCOCC4)s3)O2)c(=O)[nH]c1=O	1.6%
COc1ccc(C=C2CS(=O)(=O)CC(=Cc3ccc(OC)cc3)C2=O)cc1	u
COC1=Nc2ccccc2/C=C\c2ccccc21	0.3%
CC1C(c2ccccc2)OCCN1C(=S)NC(=O)c1ccccc1 (centres undefined)	0.5%
COc1ccc(-c2csc(NC(=O)CS(=O)(=O)c3ccccc3)n2)cc1OC	12%
C[C@@H]1CN([C@H](C)CO)C(=O)CCCn2nncc2CO[C@H]1CN(C)S(C)(=O)=O	0.9%
CCN1C(=O)[C@H]2[C@@H](c3ccc(C)cc3)N[C@]3(CCCN(Cc4ccc(Cl)cc4)C3=O)[C@H]2C1=O	i
Other compounds.
SMILES	inhibitors of VEEV
COc1cc2ccnc(C=O)c2cc1OC	30%
O=C(NC(=S)N1CCN(c2ccc(F)cc2)CC1)c1ccccc1	0.8%
CC(C)NC(=O)c1ccc(COc2cccc3ccccc23)o1	0.6%
CCN(CC)CCNC(=O)CN1C(=O)CSc2ccc(S(=O)(=O)N3CCOCC3)cc21	5.6%
N=c1c2ccccc2nc2n1CCCCC2	0.2%
CC(C)Cc1nnc(NS(=O)(=O)c2ccccc2)s1	0.8%
CNC(=O)C[C@@H]1C(=O)N(Cc2ccccc2)CC1(C)C	i
CCN(CC)Cc1nc2nc(Cl)c(Cl)nc2[nH]1	1.1%
O=C1CN(CCN2CC(=O)N(Cc3ccccc3)C(=O)C2)CC(=O)N1Cc1ccccc1	i
Cc1ccccc1C1(O)c2ccccc2-c2ccccc21	1.1%
O=CN1CCN(C(=O)Cc2ccc(Cl)cc2)CC1	4.7%
C[C@@H]1CN([C@H](C)CO)C(=O)CCCn2cc(nn2)CO[C@H]1CN(C)C(=O)Nc1cccc(C(F)(F)F)c1	0.0%
C[C@@H]1CN([C@@H](C)CO)C(=O)CCCn2nncc2CO[C@@H]1CN(C)S(=O)(=O)c1ccccc1C#N	0.4%

Compounds from the list above that contain a Cl atom, in the order listed:
SMILES	inhibitors of VEEV
CC(=O)N1CCN(S(=O)(=O)c2cccc(C(=O)OCC(=O)NCc3ccccc3Cl)c2)CC1	2.0%
C[C@H]1CN([C@@H](C)CO)C(=O)CCCn2nncc2CO[C@@H]1CN(C)Cc1ccc(Cl)c(Cl)c1	i
O=C(NCCCn1ccnc1)c1sc2cc([N+](=O)[O-])ccc2c1Cl	i
CC1(c2ccc(Cl)cc2)NC(=O)N(CC(=O)Nc2ccc3c(c2)OCO3)C1=O (centres undefined)	5.1%
O=C(Nc1cccc(Cl)c1)ON1CCCCC1	1.4%
CC(OC(=O)c1cccnc1Cl)C(=O)NC1CCCCC1 (centres undefined)	i
O=c1[nH]c2cc(Cl)cc([N+](=O)[O-])c2c2ccc(Cl)cc12	i
Cc1cc(OCc2nnc(SC(C)C(=O)O)n2Cc2ccccc2)ccc1Cl (centres undefined)	1.7%
NC(=O)N1CCN(CCCN2c3ccccc3Sc3cc(Cl)ccc32)CC1	0.4%
O=[N+]([O-])c1cccc(CON=Cc2cc(Cl)ccc2O)c1	1.6%
COc1cc(C=NNC(=O)C(=O)Nc2cccc(Cl)c2)cc(OC)c1O	2.4%
C=CCSc1nnc(NC(=O)CCNC(=O)c2ccccc2Cl)s1	0.9%
Cc1cccc(C(=O)OCC(=O)NCc2ccc(Cl)cc2)c1	i
CCN1C(=O)[C@H]2[C@@H](c3ccc(C)cc3)N[C@]3(CCCN(Cc4ccc(Cl)cc4)C3=O)[C@H]2C1=O	i
CCN(CC)Cc1nc2nc(Cl)c(Cl)nc2[nH]1	1.1%
O=CN1CCN(C(=O)Cc2ccc(Cl)cc2)CC1	4.7%
